Source: PubChem BioAssay (several laboratories)
CHRM5 agonist = CHRM5 agonism in calcium assay; P08912; CHO-K1 hM5 cells, Fluo-8 calcium fluorescence; 0% DMSO wells, 100% maximal acetylcholine response; activation, % at 3 µM; hit rate 0.19% among 360,000; AID 624037;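 active means activation above the run's mean over test compounds plus 3 SD, cut at about 23% in these data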;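 further: signal is peak over basal fluorescence ratio across the kinetic read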
Target sequence (P08912 whole entry, looked up): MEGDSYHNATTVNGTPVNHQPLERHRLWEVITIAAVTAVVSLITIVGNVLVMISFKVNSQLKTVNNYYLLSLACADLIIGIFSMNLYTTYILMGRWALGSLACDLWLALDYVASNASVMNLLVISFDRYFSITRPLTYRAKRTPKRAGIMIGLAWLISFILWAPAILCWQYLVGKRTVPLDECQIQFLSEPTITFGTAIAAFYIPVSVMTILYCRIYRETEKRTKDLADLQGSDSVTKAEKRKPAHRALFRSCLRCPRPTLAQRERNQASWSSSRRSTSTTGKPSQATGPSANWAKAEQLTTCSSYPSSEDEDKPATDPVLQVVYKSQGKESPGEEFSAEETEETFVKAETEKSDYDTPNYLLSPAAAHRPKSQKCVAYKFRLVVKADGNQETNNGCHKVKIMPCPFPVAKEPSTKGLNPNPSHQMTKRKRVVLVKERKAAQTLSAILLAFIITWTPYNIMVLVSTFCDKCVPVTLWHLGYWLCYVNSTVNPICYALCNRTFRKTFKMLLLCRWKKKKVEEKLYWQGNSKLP
M5 PAM = potentiates acetylcholine response at human M5 receptor | P08912 | CHO-K1 hM5, Fluo-8 calcium, ACh EC20 PAM; 0% = ACh EC20, 100% = ACh EC100 | activation, % at 3 µM | hit rate 0.3% among 360,000 | AID 624038;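 active means activation above the run cutoff, the mean activation of all test compounds plus 3 SD, cut at about 18% in these data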
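System: CHO-K1 hM5 cells. Reagent: acetylcholine, EC20 level. Compound dosing: single dose, 3 µM nominal final test concentration. Timing: Post-acetylcholine fluorescence recording 140 s. Detection: Fluo-8 calcium fluorescence. Read-out: % activation, ACh-normalized. Benchmarks: ACh EC20 and EC100 wells. Repeats: singlicate, one well per test compound.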
IDE cell inh = inhibits human insulin-degrading enzyme in HEK cells | hit rate 0.41% among 320,000 | FAbetaB cleavage, fluorescence polarization | inhibition, % at 5.59 µM;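 active means percent inhibition above the average of all tested compounds plus 3 SD, set per screening campaign, cut at about 16% in these data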;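 further: IDE supplied by intact live HEK cells; FP after avidin binding of uncleaved biotin substrate so inhibition keeps polarization high; 0% = DMSO wells and 100% = 60 µM reference IDE inhibitor Ii1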
M4 antag = antagonists of human muscarinic M4 receptor (CHRM4). AID 624125. CHO-hM4 cells, ACh EC80, Fluo-8 calcium fluorescence. P08173. inhibition, % at 3 µM. hit rate 0.73% among 360,000;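 active means inhibition above its plate's cutoff, the mean inhibition of sample wells plus 3 SD, cut at about 27% in these data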;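 further: 0% = acetylcholine EC80 with DMSO and 100% = DMSO without agonist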
Target sequence (P08173 whole entry, looked up): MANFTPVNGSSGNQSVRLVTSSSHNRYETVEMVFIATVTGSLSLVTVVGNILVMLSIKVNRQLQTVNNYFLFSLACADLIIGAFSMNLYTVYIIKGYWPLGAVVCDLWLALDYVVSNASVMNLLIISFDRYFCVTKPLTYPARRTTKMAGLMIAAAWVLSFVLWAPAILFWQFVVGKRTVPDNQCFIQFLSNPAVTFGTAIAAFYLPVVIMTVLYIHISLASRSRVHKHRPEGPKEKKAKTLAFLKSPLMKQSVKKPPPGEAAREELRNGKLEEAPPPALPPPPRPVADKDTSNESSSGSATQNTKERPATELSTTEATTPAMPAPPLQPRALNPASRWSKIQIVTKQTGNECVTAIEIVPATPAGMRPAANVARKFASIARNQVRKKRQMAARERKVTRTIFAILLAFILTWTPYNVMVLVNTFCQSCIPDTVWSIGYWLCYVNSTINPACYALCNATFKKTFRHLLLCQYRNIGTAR
CHRM5 antagonist = CHRM5 antagonism in calcium assay. P08912. CHO-hM5 cells, Fluo-8 calcium fluorescence, ACh EC80. inhibition, % at 3 µM. hit rate 0.59% among 360,000. AID 624040;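 active means inhibition above a per-plate cutoff, the mean of that plate's test compounds plus 3 SD, cut at about 27% in these data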;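 further: 0% = acetylcholine EC80 with DMSO and 100% = DMSO without agonist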
CRFBP-R2 block = CRF-BP/CRF-R2 complex antagonism; hit rate 0.59% among 350,000; AID 588475; HEK293 CRF-R2/CRF-BP, CRF-induced calcium fluorescence; inhibition, % at 11.8 µM;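 active means inhibition of the ligand-induced calcium signal above about 50% at the single tested concentration, limit read from the data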
CHRM4 agonist = CHRM4 agonism in calcium assay. activation, % at 3 µM. CHO-K1 hM4/Gqi5, Fluo-8 calcium fluorescence; vehicle 0%, full acetylcholine response 100%. P08173. AID 624127. hit rate 0.14% among 360,000;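 active means activation above the run mean over all test wells plus 3 SD, cut at about 32% in these data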;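 further: peak over basal fluorescence ratio per well then scaled between controls; 0% = DMSO wells and 100% = acetylcholine at EC100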
CRFBP-R2 agonist = CRF-BP/CRF-R2 complex agonism | AID 588473 | activation, % at 13.2 µM | hit rate 0.46% among 350,000 | HEK293 CRF-R2/CRF-BP, calcium dye fluorescence (FLIPR); percent of saturating CRF peptide response;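 active means activation of at least 50%, plus an integration ratio under a set limit after plate pattern correction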;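 further: plate controls were neutral control wells without compound for no effect and CRF at EC100 for full effect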
CHRM4 PAM = positive allosteric modulators of human muscarinic M4 receptor | P08173 | CHO-K1 hM4/Gqi5, Fluo-8 calcium fluorescence, ACh EC20; 0% = ACh EC20, 100% = maximal ACh | activation, % at 3 µM | hit rate 0.4% among 360,000 | AID 624126;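 active means activation above its plate's cutoff, the mean activation of sample wells plus 3 SD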; further: some results filed as inactive read as strong as hits
Starred values were filed as active, the others as inactive; x = not tested or not shown.

SMILES	CHRM5 agonist	M5 PAM	IDE cell inh	M4 antag	CHRM5 antagonist	CRFBP-R2 block	CHRM4 agonist	CRFBP-R2 agonist	CHRM4 PAM
Cc1c(NC(=O)CSc2nc(N)cc(N)n2)c(=O)n(-c2ccccc2)n1C	-2	3	0	5	2	0	0	-0.3	4
CC(C)C(=O)NS(=O)(=O)c1ccc(N)cc1	2	1	1	-8	0	10	1	-1.0	8
Cn1c(SCC(=O)N2CCc3ccccc32)nc2cccnc21	-1	-9	-3	-2	5	3	9	0.1	-2
O=C(CN(Cc1ccccc1F)C(=O)Cn1nnc(-c2cccs2)n1)NC1CCCCC1	-2	-5	-3	-11	1	-2	1	0.5	3
Cc1ccc(NS(=O)(=O)c2ccc(C(=O)N3CCOCC3)cc2)cc1	9	-3	1	7	1	18	5	5.4	-8
O=C(Nc1ccccc1)c1sc2cc(C(F)(F)F)cnc2c1-c1cccs1	-4	-8	1	7	-1	23	1	1.7	7
O=C(CSc1nncs1)NCCCc1ccccc1	1	0	4	-5	-2	5	2	-0.6	5
COc1ccc(C)cc1-n1[nH]nnc1=S	-1	-6	0	8	-4	-1	0	2.4	-9
CC(C)CC1NC(=O)N(Cc2cc(=O)n3ccsc3n2)C1=O (stereo not given)	1	12	3	1	-2	5	0	0.7	5
CC1(C(=O)NS(=O)(=O)c2ccc(Cl)cc2)CCN1C(=O)Cc1ccccc1 (stereo not given)	0	0	x	-3	5	x	0	x	-2
Cc1cc(C(=O)COc2ccc3ccc(=O)oc3c2)c(C)n1Cc1cccs1	-3	0	5	-3	2	13	2	-0.4	-2
O=C(NCCc1ccc(Cl)cc1)c1ccc(=O)[nH]c1	-2	0	-3	-14	0	-1	1	0.4	4
O=c1[nH]c(/C=C2\C=Nc3ccccc32)c(O)n1Cc1ccccc1F	6	-1	3	-3	3	-8	6	-1.3	5
COc1ccccc1Cc1c(-c2ccco2)nc2ccc(Cl)cn12	3	9	x	-15	-13	x	-1	x	9
CN1c2ccccc2C(C)(C)C12C=Nc1c(cc(N3CCOCC3)c3ccccc13)O2 (stereo not given)	-1	-9	x	5	12	-7	4	8.0	-3
CC(C)(C)NC(=O)COC(=O)c1ccc(F)cc1Cl	1	5	6	2	4	-18	1	-0.6	0
c1ccc2sc(N3CN(CCN4CCOCC4)CN(c4nc5ccccc5s4)C3)nc2c1	-2	3	6	-5	2	-17	0	3.2	8
Cc1ccc(NC(=O)COc2ccccc2C(N)=O)cc1S(=O)(=O)N1CCCCCC1	7	-33	-2	9	25	-6	24	-0.2	-9
COc1ccccc1-c1nc(-c2ccc(Br)cc2)no1	3	-1	-3	8	4	4	1	0.6	2
Nc1nc(CCl)nc(N(c2ccccc2)c2ccccc2)n1	-8	-5	2	-4	8	16	0	-0.3	-2
CC1=NOC(=O)/C1=C/c1ccc(O)c(Br)c1	-3	-6	2	-12	3	-8	2	0.3	15
CCOC(=O)/C(C#N)=C1\CCCN1CC(N)=S	-1	-1	1	1	-1	13	1	-2.4	7
O=C(Cn1c(=O)oc2ccccc21)Nc1ccc2c(c1)OCCO2	1	4	3	0	-7	-11	2	-0.4	-2
Cc1cc(NC(=O)CSc2nnnn2-c2ccc(C)c(Cl)c2)no1	-1	1	-2	4	7	-27	-1	3.0	-5
CC(=O)NCCn1c(SCc2cc(F)ccc2F)nc2ccccc2c1=O	1	-1	6	1	5	-4	0	-1.6	11
CC(C)C[C@H]1CNC(=O)C(=O)N1C[C@H](C)NC(=O)Cc1ccccc1	0	-1	-2	-2	11	-1	1	-0.6	6
COc1ccc(NS(=O)(=O)c2cccc(C(=O)NCC3(N(C)C)CCCCC3)c2)cc1	0	9	-5	-16	-6	-13	3	2.1	7
C#CC[N+](C)(C)CCCCCCCCCC	-9	-12	-2	6	-4	-4	0	7.5	-11
Cc1ccc(-c2nnc(N3CCCCC3)c3ccccc23)cc1	-13	-1	10	-1	11	0	0	-4.4	0
Cc1ccc(NC(=O)c2ccc3nsnc3c2)c(Cl)c1	0	14	5	-2	-25	5	0	0.8	7
COc1cc(/C=N/NC(=O)c2ccccc2)ccc1O	1	6	-4	12	1	7	0	-3.5	2
Cn1c(SCc2n[nH]c(=S)n2-c2ccccc2)nnc1-c1ccccc1	1	-2	2	0	4	20	0	-0.2	10
COc1ccccc1CNC(=O)CN1C(=O)COc2ccc(S(=O)(=O)NC3CCCC3)cc21	-5	-2	-2	4	-5	-1	2	0.3	-2
CCCC(=O)NCCc1cc(OC)c(OC)cc1Br	0	0	0	5	-1	14	0	-2.2	5
COc1cc(NC(=O)C2CCCN2C(=O)C2CCC(C)CC2)cc(OC)c1OC (stereo not given)	0	0	3	-2	-4	14	0	-0.8	1
CCn1c(SCC(=O)Nc2ccc3c(c2)OCCO3)nnc1C1CC1	-3	10	4	-3	-6	-10	1	1.8	0
COc1ccc(N2CC(C(=O)NCCc3ccc(OC)c(OC)c3)CC2=O)cc1 (stereo not given)	-3	5	8	-6	1	8	0	-2.1	6
COc1cc(/C=N/NC(=O)CN(Cc2ccco2)S(=O)(=O)c2ccccc2)ccc1O	-2	-7	-1	-9	-5	2	7	2.1	-2
COc1cccc(C=NNC(=S)NN=Cc2cccc(OC)c2OC)c1OC	6	-1	x	-6	6	-10	6	-6.5	6
CSc1ccccc1NC(=O)CN(C)Cc1ccc(Br)cc1	-4	-8	-6	-5	6	-15	-1	-0.9	1
CCOc1ccccc1NC(=O)NNS(=O)(=O)c1cc(C)ccc1C	-1	-9	x	8	10	-36	1	-1.5	-3
CC(=O)Nc1ccc(NC(=O)C(C)c2cccc(C(=O)c3ccccc3)c2)cc1 (stereo not given)	-2	-1	3	3	-2	9	1	-1.0	-5
CCCn1nc(C(=O)Nc2cc(S(=O)(=O)Nc3ccc(OC)cc3)ccc2O)c2ccccc2c1=O	3	-3	-5	-1	10	54*	0	-0.8	6
O=C(Cc1ccccc1[N+](=O)[O-])Nc1ccccc1C(=O)N1CCOCC1	-3	2	3	7	-1	-1	2	0.7	-6
FC(F)(F)c1nc2ccccc2[nH]1	0	4	-6	10	11	-3	0	-0.8	15*
CCn1c(SCC(=O)O)nnc1-c1cc2c(C)nn(-c3ccccc3)c2s1	-1	-4	0	4	-8	-23	0	-1.2	-3
Oc1ccccc1N1CCN(c2ncccn2)CC1	4	-3	0	-3	-3	-5	2	-0.4	-6
CCCn1c(C)cc(C(=O)COC(=O)c2nccnc2N)c1C	-2	6	10	-5	-5	-15	1	1.2	1
O=C(Nc1cccc(S(=O)(=O)NC2=NCCCCC2)c1)C1COc2ccccc2O1 (stereo not given)	2	-8	3	-2	5	6	7	1.4	12
Cc1cccc(S(=O)(=O)Nc2nc3ccccc3nc2Nc2cccc(C(=O)O)c2)c1	-3	7	3	-3	-3	11	3	-0.3	2
CCOC(=O)c1ccc(Nc2ccc([N+](=O)[O-])cn2)cc1	-3	-5	1	0	2	8	0	-1.5	2
CC(C)(C)c1ccc(OCC(=O)NCc2ccco2)c(Br)c1	-11	4	9	-3	1	-41	-1	1.2	-2
CC1CCCC(C)N1C(=S)NCc1ccco1 (stereo not given)	-2	-11	5	-1	19	-19	13	-0.5	-17
COc1nc(-c2ccccc2Cl)ccc1C#N	-10	5	-2	-1	-6	29	-3	1.2	10
CC(Sc1nccn1C)C(=O)Nc1ccc(Cl)cn1 (stereo not given)	-1	2	4	-7	-1	10	1	0.1	1
COc1ccc(CN2C(=O)N(c3ccc(OC)cc3)C(=O)C2CC(=O)Nc2ccccc2)cc1 (stereo not given)	1	-11	1	15	7	-103	9	-2.6	-13
CCOC(=O)c1c(NC(=O)CCC(=O)O)sc2c1CCCCC2	0	-3	2	7	-2	9	-1	-1.5	2
Cc1cc(C)c2sc(NC(=O)c3ccc(N4C(=O)CCC4=O)cc3)nc2c1	-1	-1	7	-11	2	7	2	-0.9	2
O=C(NCc1ccccc1)C1CCCN(S(=O)(=O)c2cccc3nsnc23)C1 (stereo not given)	-4	-5	6	-16	13	-6	5	1.2	10
CC(Sc1nnc(-c2ccco2)n1C)C(=O)NC1CCCC1 (stereo not given)	1	5	2	-6	-4	-1	2	-1.3	4

Rewritten in CSV form: entries from further up
structure,CHRM5 agonist,M5 PAM,IDE cell inh,M4 antag,CHRM5 antagonist,CRFBP-R2 block,CHRM4 agonist,CRFBP-R2 agonist,CHRM4 PAM
CCn1c(SCC(=O)O)nnc1-c1cc2c(C)nn(-c3ccccc3)c2s1,-1,-4,0,4,-8,-23,0,-1.2,-3
Oc1ccccc1N1CCN(c2ncccn2)CC1,4,-3,0,-3,-3,-5,2,-0.4,-6
CCCn1c(C)cc(C(=O)COC(=O)c2nccnc2N)c1C,-2,6,10,-5,-5,-15,1,1.2,1

Going on with the list:
SMILES	CHRM5 agonist	M5 PAM	IDE cell inh	M4 antag	CHRM5 antagonist	CRFBP-R2 block	CHRM4 agonist	CRFBP-R2 agonist	CHRM4 PAM
Cc1ccnc(SCC(=O)c2cccs2)n1	0	2	3	-11	6	15	0	-2.4	4
COc1cc(C#Cc2ccc3cc(CCCO)oc(=O)c3c2)cc(OC)c1	21	16	-3	12	-1	0	13	-0.4	0
Cc1nc(C2CCCCC2)c(-c2ccccc2)c(N2CCOC2=O)c1C	-2	6	4	-4	5	8	0	3.0	6
COCCNC(=O)CN1C(=O)CSc2ncccc21	2	-7	1	-3	1	-3	0	0.5	3
CN1C[C@@H]2C[C@@H](c3ccc(C#CC(C)(C)O)s3)N3CCC[C@@]23C1=O	2	5	0	-3	-10	-2	1	1.3	13
CCN(CC)C(=O)C1CCCN(c2ccc([N+](=O)[O-])cc2)C1 (stereo not given)	-6	-4	2	1	0	17	3	-2.8	-1
O=C(Nc1ccccc1)Nc1cccc2ccccc12	6	-4	0	-2	-5	16	7	-3.6	2
COc1ccc(C(=O)NNC(=O)c2ccc(C(C)(C)C)cc2)cc1	1	4	4	-3	-13	3	1	2.0	-3
Cc1cc(Cl)ccc1N=c1ssnc1Cl	10	-8	8	-14	-7	-8	13	4.3	7
CCc1c(C)nc(N2CCN(c3ccccc3F)CC2)[nH]c1=O	9	-5	1	-3	-16	-5	3	0.0	1
COCCCNC(=O)c1nc2ccccc2c(=O)n1NC(=O)Nc1c(Cl)cccc1Cl	-3	-2	1	13	10	-3	1	0.0	-5
COc1cccc(C(O)c2nc(-c3ccc(Cl)cc3)cs2)c1 (stereo not given)	2	-7	x	-16	-5	x	6	x	1
COc1cc(O)c(CC=C(C)C)c(O)c1C(=O)CCc1ccc(O)cc1	3	-6	5	10	9	-30	23	-0.5	-9
COc1ccccc1NS(=O)(=O)c1cc(NC(=O)CN2C(=O)NC3(CCCCC3)C2=O)ccc1C	1	2	x	7	8	-7	0	0.0	-4
CN(C)CCCN(C(=O)c1ccco1)c1nc2ccc(Br)cc2s1	-16	1	0	10	5	-15	11	3.5	-1
CCOC(=O)CSc1nc2cc(C(=O)N3CCCC3)ccc2c(=O)n1Cc1ccccc1	-4	15	10	3	0	-39	-2	-0.3	-4
COc1ccc(C2c3c(ncn(CCCO)c3=N)Oc3ccc4ccccc4c32)cc1 (stereo not given)	-4	-10	11	0	7	-23	19	-0.4	-9
COc1ccc2[nH]c(=O)c(CN(Cc3cccnc3)S(=O)(=O)c3ccccc3F)cc2c1	1	-15	10	10	27*	-8	30	1.2	-11
